# phage Ecoli inh: growth loss of phage-infected E. coli, primary screen, RecBCD inhibitor project, absorbance, with phage, HTS; 360,000 compounds, 0.26% hits; AID 651602, 2012; inhibition, % at 11.9 µM; in the data active = inhibition above about 11%
# Mot1-301 SUMO: yeast Mot1-301 growth rescue at high temperature, primary screen, SUMOylation pathway inhibitor project, S. cerevisiae, ATP luminescence, 38.5C. 320,000 compounds, 1% hits. S. cerevisiae Mot1-301 growth rescue; percent above DMSO median, 100 means doubled. growth rescue, % at 18.8 µM;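 active = every valid replicate shows activation above 250% relative to neutral control wells; inactive = the rest, any valid replicate at or below 250%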;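 note: OY570 slx delta 5 strain wells were the positive control but not used for scaling; some compounds called inactive have numbers as strong as hits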
# Ecoli viability: E. coli V3065 growth inhibition, primary screen, counter-screen for AddAB inhibitor project, absorbance, OD600 | 18 h | inhibition, % at 11.9 µM | 330,000 compounds, 0.27% hits | AID 449728, 2010;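 active = inhibition above the campaign's mean inhibition across all tested compounds plus 3 SD, cut at about 9.9% in these data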;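 note: uninfected addAB+ strain grown without phage in ampicillin broth; 0% = DMSO wells and 100% = ciprofloxacin 0.95 µg/ml wells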
# OPRM1-OPRD1 inv: inverse agonists of MOR-DOR heterodimerization, primary screen, cell-based, luminescence. AID 504357, 2011. 340,000 compounds, 0.21% hits. cell-based MOR-DOR heterodimer luminescence, inverse agonism. Mu-type opioid receptor (Homo sapiens) + Delta-type opioid receptor (Homo sapiens), …. inhibition, % at 9.3 µM; in the data active = inhibition above about 22%, passing the limit was not always enough;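 note: 0% = cells with DMSO and 100% = wells without cells with DMSO; values of inactives mirror those of a sister screen read the other way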
# Target sequence (P35372 whole entry, looked up): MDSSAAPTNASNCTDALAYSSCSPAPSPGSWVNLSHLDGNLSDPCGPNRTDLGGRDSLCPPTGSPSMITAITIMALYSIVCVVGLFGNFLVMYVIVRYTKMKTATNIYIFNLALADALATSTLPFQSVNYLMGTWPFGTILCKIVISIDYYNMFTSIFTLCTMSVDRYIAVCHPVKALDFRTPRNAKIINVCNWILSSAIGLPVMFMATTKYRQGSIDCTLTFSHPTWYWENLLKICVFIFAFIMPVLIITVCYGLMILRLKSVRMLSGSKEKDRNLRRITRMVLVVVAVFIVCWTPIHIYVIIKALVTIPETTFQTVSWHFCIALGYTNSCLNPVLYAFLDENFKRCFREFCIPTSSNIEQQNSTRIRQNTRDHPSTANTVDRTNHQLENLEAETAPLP
# Target sequence (P41143 whole entry, looked up): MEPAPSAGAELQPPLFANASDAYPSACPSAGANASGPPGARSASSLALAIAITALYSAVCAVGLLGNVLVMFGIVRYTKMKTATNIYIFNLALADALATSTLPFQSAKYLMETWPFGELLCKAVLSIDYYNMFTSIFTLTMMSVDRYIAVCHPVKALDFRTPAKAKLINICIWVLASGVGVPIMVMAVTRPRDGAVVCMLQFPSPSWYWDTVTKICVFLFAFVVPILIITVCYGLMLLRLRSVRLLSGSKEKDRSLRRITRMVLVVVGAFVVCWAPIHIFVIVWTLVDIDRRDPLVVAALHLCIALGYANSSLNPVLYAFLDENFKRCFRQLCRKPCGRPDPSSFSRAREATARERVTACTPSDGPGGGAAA
# PKA-R1A act: activators of PKA-R1A holoenzyme, primary screen, biochemical, fluorescence polarization, Cy5-IP20, bovine R1A, mouse PKAc; cAMP-dependent protein kinase type I-alpha regulatory subunit (Bos taurus) + …; PKA-R1A dissociation; scaled: DMSO 0%, 113 µM cGMP 100%; 340,000 compounds, 0.083% hits; activation, % at 11.4 µM;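 active = percent activation above the mean of all tested compounds plus 3 SD, cut at about 19% in these data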;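 note: higher means more PKAc released from R1A so a rise in polarization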
# PfHsp90 yeast 2: growth inhibition of PfHsp90-expressing yeast, primary screen, antimalarial PfHsp90 inhibitor project, S. cerevisiae, BacTiter-Glo luminescence, single point, set 2; 310,000 compounds, 0.32% hits; BacTiter-Glo ATP, 48 h; yeast lacking PDR1 and PDR3 efflux regulators; inhibition, % at 9.4 µM;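 active = every replicate shows inhibition above about 80%, whatever the replicate mean, limit read from the data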;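 note: 0% = DMSO neutral controls and 100% = 20 µM radicicol positive controls; yeast relying on Plasmodium falciparum Hsp90 in place of its own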
# OPRM1-OPRD1 ag: agonists of OPRM1-OPRD1 heterodimerization, primary screen, cell-based, luminescence. Mu-type opioid receptor (Homo sapiens) + Delta-type opioid receptor (Homo sapiens), …. cells. activation, % at 9.3 µM. 340,000 compounds, 0.3% hits; in the data active = activation above about 18%;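 note: 0% = vehicle-treated cells and 100% = reference agonist; values of inactives mirror those of a sister screen read the other way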
# HTR5A ag: HTR5A agonists in luminescence cell assay, primary screen, counter-screen for OPRM1-OPRD1 heterodimer agonist project, full-deck HTS | cell-based | activation, % at 9.3 µM | 340,000 compounds, 0.61% hits; in the data active = activation mostly above about 9.5%, no sharp cut-off; inactive = mostly below about 7.6%;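 note: 0% = cells with vehicle only and 100% = reference agonist; strong numbers were not always called active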
# HTR5A inv ag: HTR5A inverse agonists in luminescence cell assay, primary screen, counter-screen for OPRM1-OPRD1 heterodimer inverse agonist project, full-deck HTS; 340,000 compounds, 0.083% hits; HTR5A cell line, inverse agonism; 5-hydroxytryptamine receptor 5A (Homo sapiens), P47898; inhibition, % at 9.3 µM; in the data active = inhibition mostly above about 23%, no sharp cut-off; inactive = mostly below about 18%;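 note: 0% = cells with DMSO and 100% = no-cell wells with DMSO; some compounds called inactive have numbers as strong as hits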
# AddAB inh: growth inhibition of E. coli expressing H. pylori AddAB, primary screen, AddAB inhibitor project, absorbance; inhibition, % at 11.9 µM; 330,000 compounds, 0.29% hits; in the data active = inhibition above about 12%;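 note: 0% = vehicle wells of infected cells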
# Pemphigus Ab inh: inhibitors of pemphigus antibody binding to DSG3, primary screen, biochemical, bead-based, flow cytometry, scFv-GFP | AID 588358, 2011 | DSG3-coupled beads, scFv-anti-DSG3-GFP binding; stronger effect = lower value | Desmoglein-3 (Homo sapiens), P32926 | binding (percent of control), % at 10 µM | 310,000 compounds, 0.48% hits;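 active = binding more than 3 SD below its plate's average and above zero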; note: some compounds called inactive have numbers as strong as hits
# Active calls of the source: *; . = no result given.
# Preview, four compounds:
SMILES,phage Ecoli inh,Mot1-301 SUMO,Ecoli viability,OPRM1-OPRD1 inv,PKA-R1A act,PfHsp90 yeast 2,OPRM1-OPRD1 ag,HTR5A ag,HTR5A inv ag,AddAB inh,Pemphigus Ab inh
O=C(c1ccc(Br)c(S(=O)(=O)N2CCCCC2)c1)N1CCCCC1,-0.4,390.9,-0.8,18.6,10.9,3.9,-3.6,11.0,-26.5,1.5,114.4
CCC(=O)Oc1ccc(/C(CC)=C(\CC)c2ccc(OC(=O)CC)cc2)cc1,3.2,-0.8,-3.4,-1.8,4.1,9.3,0.3,5.9,-12.7,-2.4,113.1
C=CCC1NS(=O)(=O)OC(CCCC)C1O (configuration not stated),2.4,-5.4,-2.6,15.1,7.8,-15.7,-2.7,-1.2,1.0,0.5,105.2
CCNC(=S)Nc1ccc(Cc2nc3ccccc3[nH]2)cc1,3.9,150.8,1.0,23.8,3.1,3.8,-4.3,-2.0,7.8,0.3,90.7

# Main list, from the first entry:
SMILES,phage Ecoli inh,Mot1-301 SUMO,Ecoli viability,OPRM1-OPRD1 inv,PKA-R1A act,PfHsp90 yeast 2,OPRM1-OPRD1 ag,HTR5A ag,HTR5A inv ag,AddAB inh,Pemphigus Ab inh
O=C(c1ccc(Br)c(S(=O)(=O)N2CCCCC2)c1)N1CCCCC1,-0.4,390.9,-0.8,18.6,10.9,3.9,-3.6,11.0,-26.5,1.5,114.4
CCC(=O)Oc1ccc(/C(CC)=C(\CC)c2ccc(OC(=O)CC)cc2)cc1,3.2,-0.8,-3.4,-1.8,4.1,9.3,0.3,5.9,-12.7,-2.4,113.1
C=CCC1NS(=O)(=O)OC(CCCC)C1O (configuration not stated),2.4,-5.4,-2.6,15.1,7.8,-15.7,-2.7,-1.2,1.0,0.5,105.2
CCNC(=S)Nc1ccc(Cc2nc3ccccc3[nH]2)cc1,3.9,150.8,1.0,23.8,3.1,3.8,-4.3,-2.0,7.8,0.3,90.7
CCn1c(NCc2ccccc2Cl)nc2ccccc21,2.1,-9.1,2.2,16.5,-2.6,-4.1,-3.0,-0.9,2.6,4.1,103.7
O=c1[nH]c(/C=C/c2ccccn2)nc2ccccc12,0.7,-12.9,1.4,9.3,3.7,-20.9,-1.9,2.6,-9.8,0.7,99.7
COc1ccc(S(=O)(=O)N2Cc3ccccc3CC2C(=O)O)cc1OC (configuration not stated),1.4,-1.1,-0.6,9.4,3.3,35.3,-1.9,0.8,-2.4,2.2,100.0
CC(C)=CC(=O)N1CCC(N2CCC(C(=O)N3CCOCC3)CC2)CC1,3.0,0.2,0.9,16.8,0.8,16.4,-3.3,-4.0,-1.3,1.4,97.7
CC(=O)N1c2ccccc2-c2nc3ccccc3n2C1C (configuration not stated),1.2,-4.2,-2.7,17.1,1.1,26.9,-3.6,-8.3,32.3*,0.4,92.5
CC(=O)c1c(-c2ccc(C)cc2)nc2c3ccccc3ccn12,0.9,-0.7,2.9,-12.8,-4.9,-13.3,2.8,-4.3,11.8,4.0,97.0
O=C1CN(C(=O)CSc2nnnn2C2CC2)c2ccccc2N1,0.2,-0.3,-0.3,13.1,-8.6,9.7,-3.3,-3.1,8.0,0.2,102.5
COc1ccc(N(CC(=O)NCC2CCCO2)S(=O)(=O)c2ccc(C)cc2)cc1OC (configuration not stated),1.9,-6.0,-2.3,3.0,0.3,13.1,-0.6,-5.7,14.8,0.9,94.3
c1ccc(-n2c(-c3ccco3)nnc2N2CCOCC2)cc1,-0.9,3.3,2.0,0.7,-6.6,-14.8,-0.1,0.4,-7.8,-0.6,100.5
COc1ccc(NS(=O)(=O)c2cccc(NC(=O)C34CCC(CC3)C4)c2)cc1,3.2,18.0,0.3,-9.3,-11.7,-4.9,1.3,-1.5,4.1,0.8,97.1
Fc1ccc(/C=N/Nc2nn[nH]n2)cc1,3.1,.,1.4,4.1,5.7,4.6,-0.8,-2.3,-3.6,1.5,90.5
Cn1cccc1C(=O)NCc1ccccn1,0.8,.,.,8.1,4.7,1.2,-1.5,-1.1,-23.7,.,90.1
COc1ccc(CN(CC(=O)NC2CCCC2)C(=O)CCC(=O)Nc2nccs2)cc1,4.7,-1.5,0.9,12.9,4.8,19.9,-2.0,7.4,-21.1,1.2,.
CC(C1CC2CCC1C2)n1c(COc2ccccc2F)nnc1SCC(N)=O (configuration not stated),-0.2,-4.6,0.2,5.8,-1.4,6.3,-1.4,-4.1,9.7,4.2,.
CC(NC(=O)Cc1ccc(NC2=NC3CS(=O)(=O)CC3S2)cc1)c1ccccc1 (configuration not stated),2.9,23.3,0.8,3.1,-7.3,15.2,-0.6,-4.8,11.5,0.7,100.6
O=C(N/N=C/c1cn(-c2ccccc2)nc1-c1cccnc1)c1ccc(F)cc1,2.2,199.5,0.7,-0.8,4.3,10.1,0.2,-2.5,-17.4,1.4,94.6
COC(=O)c1cc(S(=O)(=O)N2CCCC2=O)c(Cl)cc1Cl,3.0,-18.9,0.5,0.9,12.1,-14.2,-0.2,-0.2,0.8,1.6,118.0
Cn1cnc2c(N3CCCCC3)nccc21,2.0,-3.4,-1.5,6.8,1.4,-7.2,-1.4,0.4,-1.0,2.5,98.5
CCC(C(=O)NCc1ccc(OC)cc1)n1nc(C)n2c(cc3occc32)c1=O (configuration not stated),-0.5,-17.9,-3.8,18.4,0.3,66.5,-2.9,2.9,-16.3,-1.5,.
Cc1nn(CC(=O)NCCCN2CC(C)CC(C)C2)c(=O)c2cccn12 (configuration not stated),-0.2,-8.5,0.3,10.2,-8.7,26.5,-1.9,-4.0,11.2,4.0,.
CCOC(=O)c1c(N)sc(C(=O)Nc2ccc3c(c2)OCO3)c1C,3.0,-33.1,-3.8,-0.6,-1.4,15.7,0.1,0.9,-19.4,2.1,106.9
CC1Cc2ccccc2N1C(=O)CO/N=C/c1ccccc1OC(F)F (configuration not stated),3.4,-10.1,0.4,-29.3,-0.6,20.8,4.0,5.3,-15.0,0.2,111.9
C=C/C(C)=C/CC1C(=C)CCC2C(C)(C(=O)O)CCCC12C (configuration not stated),2.1,9.8,-2.3,14.5,-14.5,8.9,-2.9,3.2,2.0,-0.2,106.8
CC(=O)NC(c1ccc([N+](=O)[O-])cc1)c1c(O)ccc2ccccc12 (configuration not stated),1.6,-6.7,-1.1,7.2,-2.2,-21.5,-1.0,-5.2,14.3,-2.8,91.3
C/C(NC(=O)c1cccc(F)c1)=C1/C(=O)C[C@@H]2[C@H]1C2(C)C,3.3,-18.3,-1.1,-31.1,-1.0,-3.8,5.5,0.0,0.7,3.1,105.1
O=S(=O)(NN=C1CCCCCC1)c1ccccc1,1.1,194.0,-1.0,1.2,5.9,0.2,-0.2,13.0*,-28.1,0.7,106.9
CSc1ncc(C(=O)Nc2cccc(S(N)(=O)=O)c2)n1-c1ccccc1,1.3,325.0,0.3,8.1,-5.4,1.2,-1.5,2.1,2.6,4.0,104.0
Cc1[nH]c(C)c(S(=O)(=O)N(Cc2ccccc2)C(C)(C)C)c1C(=O)N1CCCC1,-0.3,1.9,1.4,13.8,-9.5,3.2,-2.5,-0.6,-24.0,4.9,.
COCCN(CC(=O)Nc1cccc(C)c1C)C(=O)C1CCN(S(=O)(=O)c2ccccc2)CC1,0.9,.,.,13.1,-1.1,-6.0,-3.4,-2.8,7.0,.,106.7
O=S1(=O)CCOC(CO)CN1Cc1ccc(Cl)c(Cl)c1 (configuration not stated),1.2,.,0.4,18.2,3.4,-12.9,-3.7,0.4,-1.4,1.2,94.0
COc1ccc(CCC(=O)OCC(=O)Nc2sccc2C(N)=O)cc1OC,1.1,-0.6,0.3,7.9,10.5,9.5,-2.0,2.5,6.8,2.0,103.2
COCCCNCCOc1ccc(C)cc1[N+](=O)[O-],1.3,-8.2,-1.5,9.1,6.0,-38.8,-1.5,-1.9,-8.1,1.3,99.1
OCC1CCCN(C(=S)Nc2ccc(Nc3ccccc3)cc2)C1 (configuration not stated),2.6,18.4,5.2,-1.4,12.3,12.4,0.3,0.9,-2.6,3.3,96.7
O=C(N/N=C/c1ccc(OC(F)F)cc1)c1ccc(Br)cc1,1.1,63.3,-0.4,-0.5,-0.7,-17.3,0.1,-2.9,-6.9,0.3,123.9
Cc1ccc(C)c(NC(=O)Cn2nnc(C(=O)Nc3c(C)cccc3C)c2N)c1,1.9,102.3,-1.7,5.9,-4.3,-1.9,-1.0,-3.7,-0.8,3.1,92.7
COc1ccc(C2c3c(-c4cc(Cl)c(C)cc4O)n[nH]c3C(=O)N2Cc2cccnc2)cc1OC (configuration not stated),2.3,130.3,1.1,-3.8,-5.9,.,0.7,-3.4,3.9,2.6,96.2

# Quoted from the listing.
# For Ecoli viability, `COCCCNCCOc1ccc(C)cc1[N+](=O)[O-]` reads -1.5
# For PKA-R1A act, `COCCN(CC(=O)Nc1cccc(C)c1C)C(=O)C1CCN(S(=O)(=O)c2ccccc2)CC1` reads -1.1

# Further records follow.
SMILES,phage Ecoli inh,Mot1-301 SUMO,Ecoli viability,OPRM1-OPRD1 inv,PKA-R1A act,PfHsp90 yeast 2,OPRM1-OPRD1 ag,HTR5A ag,HTR5A inv ag,AddAB inh,Pemphigus Ab inh
c1ccn2cc(CSc3nnc4ccccn34)nc2c1,1.4,-4.0,1.4,5.0,-4.3,-22.7,-0.9,-2.5,-3.7,2.7,99.3
c1ccc(N(c2ccccc2)c2nc(-n3ccnc3)nc(-n3ccnc3)n2)cc1,2.6,.,-0.6,-1.7,12.0,47.7,0.3,0.6,-23.0,1.9,106.6
Nc1nonc1-n1nnc(C(=O)N/N=C/c2cccc(Cl)c2)c1-c1cccs1,-0.5,42.9,0.1,20.8,-5.3,9.7,-3.9,2.0,-8.1,3.9,94.3
O=C(NC(Cc1ccccc1)C(=O)O)/C(=C/c1ccc([N+](=O)[O-])cc1)NC(=O)c1ccco1 (configuration not stated),-0.7,-6.6,3.2,-21.0,5.1,-2.3,2.5,4.9,9.5,2.8,98.4
CC1Sc2ccc(S(=O)(=O)N3CCN(c4cccc(Cl)c4)CC3)cc2NC1=O (configuration not stated),1.9,-4.7,0.3,-24.6,-0.4,-63.0,4.6,4.2,0.8,3.4,.
O=C(Nc1ccc(C(=O)NCC2CCN(Cc3ccccc3F)CC2)cc1)C1=CSCCO1,1.4,-3.7,-0.8,10.2,-0.5,15.4,-2.0,2.2,-8.1,4.2,116.3
